# Screens deposited in PubChem BioAssay by several laboratories.
# NALP1 inh – NALP1 inflammasome inhibitors in reconstituted yeast, colorimetric, S. cerevisiae, triplicate retest. S. cerevisiae NALP1/ASC/caspase-1 growth, X-gal OD620, 72 h. inhibition, % at 10 µM. 280,000 compounds, 0.61% hits; in the data active = inhibition mostly above about 24%, no sharp cut-off; inactive = mostly below about 32%; note: some compounds called inactive have numbers as strong as hits
# UBC9 SUMO inh – inhibitors of in vitro SUMOylation cascade, primary screen, biochemical, HTRF, uHTS; HTRF SUMOylation assay, SAE1/SAE2 + UBC9; inhibition, % at 35 µM; 290,000 compounds, 0.36% hits; AID 2006, 2009; in the data active = inhibition above about 50%, passing the limit was not always enough; note: strong numbers were not always called active
# Target sequence (P63279 whole entry, looked up): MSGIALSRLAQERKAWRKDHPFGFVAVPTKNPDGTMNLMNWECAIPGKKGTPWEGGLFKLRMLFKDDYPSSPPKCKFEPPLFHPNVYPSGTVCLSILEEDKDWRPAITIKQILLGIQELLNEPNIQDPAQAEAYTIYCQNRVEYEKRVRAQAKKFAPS
# MEKK2 WT-MEK5 – modulators of MEK5 binding to wildtype MEKK2, primary screen, biochemical, multiplex bead flow cytometry, Alexa488-MEK5; Mitogen-activated protein kinase kinase kinase 2 (Homo sapiens), Q9Y2U5; Alexa488-MEK5 binding to MEKK2 WT; actives lie on both sides; binding response (% of control), % at 10 µM; 290,000 compounds, 1.1% hits; AID 1531, 2009; in the data active = binding response below about 67% or above about 130%
# MEKK2 mut-MEK5 – MEK5 binding signal on mutant MEKK2 PB1, primary screen, biochemical, multiplex bead flow cytometry, Alexa488-MEK5. Alexa488-MEK5 binding to MEKK2 mutant. 290,000 compounds, 0.35% hits. AID 1530, 2009. percent response, % at 10 µM; in the data active = percent response above about 24%, passing the limit was not always enough; note: inactives centre near 1; some results filed as inactive read as strong as hits; reference of the scale not given here
# * = called active by the depositor; . = no result given. These rows are one share of the data. The share of hits here may be higher or lower than overall.
compound	NALP1 inh	UBC9 SUMO inh	MEKK2 WT-MEK5	MEKK2 mut-MEK5
Cc1ccc(CN2C(=O)/C(=C3\SC(N4CCOCC4)=NC3=O)c3cc(Br)ccc32)cc1	13	9	.	.
Cc1ccc(-c2nn(-c3ccccc3)c3[nH]c(=O)c(CNCCN(C)C)cc23)cc1	9	22	.	.
COc1cccc(C2/C(=C(\O)c3c(C)nc4c(C)cccn34)C(=O)C(=O)N2CCCN(C)C)c1 (centres undefined)	11	-3	.	.
CC1Cc2ccccc2N1C(=O)CSc1nnc(-c2ccc(S(=O)(=O)N3CCCCC3)cc2)o1 (centres undefined)	-14	20	.	.
COc1ccc(-c2nnc3n2N=C(c2ccccc2)CS3)cc1OC	9	17	.	.
CCc1nc(N2CCN(c3nc(C)cc(C)n3)CC2)c2oc3ccccc3c2n1	4	23	.	.
Cc1noc2nc(-c3cccs3)cc(-c3nnc4n3CCCCC4)c12	20	45	.	.
COc1ccc(CSc2nnc3n(C)c(=O)c4c5c(sc4n23)CCCC5)cc1	5	17	.	.
OC(CNC1CCCCC1)CN1CCN(CC(O)CNC2CCCCC2)CC1 (centres undefined)	1	-2	.	.
Cc1ccc2cc(CN(Cc3cccs3)Cc3nnnn3C(C)(C)C)c3nnnn3c2c1	9	13	.	.
COc1cccc(/C(O)=C2/C(=O)C(=O)N(CCCN(C)C)C2c2cccc(Cl)c2)c1 (centres undefined)	3	21	.	.
CCOC(=O)c1cc2c(=O)n3cc(C)ccc3nc2n(Cc2cccnc2)c1=N	2	10	.	.
COc1cccc(C2/C(=C(\O)c3c(C)nc4c(C)cccn34)C(=O)C(=O)N2CCCN(C)C)c1OC (centres undefined)	15	14	.	.
CSC1=C(C#N)C(c2ccccc2Cl)C2=C(CCCC2=O)N1 (centres undefined)	14	20	.	.
COc1cccc(C2/C(=C(/O)c3ccncc3)C(=O)C(=O)N2CCCN(C)C)c1 (centres undefined)	21	3	.	.
CCCC(=O)N1CCN(c2ccc(C(=O)c3ccc(OC)c(Br)c3)cc2F)CC1	11	3	.	.
CN(C)CCCN1C(=O)C(=O)/C(=C(/O)c2ccc(OCc3ccccc3)cc2)C1c1cccnc1 (centres undefined)	1	-11	.	.
Cc1ccn2cc(-c3ccc(S(=O)(=O)N4CCOCC4)cc3)nc2c1	21	47	.	.
COc1ccccc1N1CCN(C(=O)c2oc3ccccc3c2C)CC1	16	-9	.	.
c1cncc(-c2nc(Oc3ccc(-c4nnco4)cc3)c3c4c(sc3n2)CCCC4)c1	-3	-3	.	.
Cc1sc2nc3n(c(=O)c2c1C)Cc1ccccc1-3	-1	12	.	.
CCN(CC)CCN1C(=O)C(=O)/C(=C(/O)c2ccc(OCC(C)C)cc2)C1c1ccncc1 (centres undefined)	-12	7	.	.
CCn1c(SCC(=O)Nc2nc3c(s2)CCCC3)nc2c1c(=O)n(C)c(=O)n2C	-13	9	.	.
COc1cc(-c2nc(-c3ccc(-c4ccccc4)nc3OC)no2)cc(OC)c1OC	-6	14	.	.
CCN(CC)CCCN1C(=O)C(O)=C(C(=O)c2ccco2)C1c1cc(OC)ccc1OC (centres undefined)	11	-18	.	.
CC1(C)CN=C(N2CCN(C3=NCC(C)(C)S3)CC2)S1	3	4	.	.
Cc1cccn2c(=O)c(C=Nc3c(C)n(C)n(-c4ccccc4)c3=O)c(N3CCCC3)nc12	4	14	.	.
CC12CN3CC(C)(CN(C1)C31C(=O)N(Cc3ccccc3)c3ccccc31)C2=O (centres undefined)	9	6	.	.
Cn1c(=O)c2c(nc(SCC(=O)N3CCc4ccccc43)n2Cc2ccccc2)n(C)c1=O	1	17	.	.
CC(C)(C)C(=O)/C(C#N)=c1\s/c(=C\c2ccncc2)c(=O)n1CCCN1CCOCC1	3	0	.	.
Cc1ccc(S(=O)(=O)C(C#N)c2nc3ccccc3nc2N2CCCCC2)cc1 (centres undefined)	8	83*	.	.
Cc1ccc2nc3c(cc(C(=O)NCc4cccnc4)c(=N)n3C(C)C)c(=O)n2c1	6	20	.	.
Cc1ccc2c(C)nc(NC3=NCN(CCc4ccccc4)CN3)nc2c1	18	-3	.	.
COc1ccc(C2C(C(C)=O)=C(O)C(=O)N2CCN(C)C)cc1OC (centres undefined)	8	9	.	.
Cc1nc(SCc2nnc(-c3ccc(Cl)cc3)o2)c2c3c(sc2n1)CCC3	16	14	.	.
O=c1c2c3nc4ccccc4nc3n(-c3cccc(F)c3)c2ncn1Cc1ccc2c(c1)OCO2	2	14	.	.
Cc1nc(NC2=NCN(Cc3cccnc3)CN2)nc2ccccc12	-21	20	.	.
CC(=O)c1oc2ccccc2c1NC(=O)COC(=O)c1ccc(-n2nc(C)cc2C)cc1	-4	11	.	.
CC1CCc2c(sc3ncnc(SCC(=O)N4CCN(C(=O)c5ccco5)CC4)c23)C1 (centres undefined)	13	14	.	.
CCCn1c(=NC(=O)c2ccc3c(c2)OCO3)c(C#N)cc2c(=O)n3cccc(C)c3nc21	12	0	.	.
CCOc1ccc2nc(NC3=NCN(Cc4ccco4)CN3)nc(C)c2c1	-7	17	.	.
Cc1cc2nc(NC3=NCN(CCN4CCOCC4)CN3)nc(C)c2cc1C	0	21	.	.
COCCN1CN=C(Nc2nc(C)c3ccc(C)cc3n2)NC1	20	22	.	.
Cc1ccc(S(=O)(=O)c2cc3c(=O)n4cccc(C)c4nc3n(Cc3ccco3)c2=N)cc1C	-13	25	.	.
CCc1cc2c(=O)c(-c3cscn3)coc2cc1OC	4	14	.	.
Cc1ccc(S(=O)(=O)c2cc3c(=O)n4cccc(C)c4nc3n(CC3CCCO3)c2=N)cc1 (centres undefined)	9	31	.	.
COc1ccc(-c2nnc3sc(-c4ccc(Br)o4)nn23)cc1OC	9	2	.	.
CN(C)CCN(C)Cc1ccc2c(c1)Cc1ccccc1-2	5	9	.	.
CCN(CC)CCCN1C(=O)C(O)=C(C(=O)c2ccc(C)o2)C1c1cccs1 (centres undefined)	-11	25	.	.
CCCn1c(=O)c(C(=O)Nc2cnccn2)c(O)c2ccccc21	6	3	.	.
O=C(O)CN1CCOCCOCCN(CC(=O)O)CCOCCOCC1	7	26	.	.
COC(=O)c1c(N)n(-c2ccc(N3CCOCC3)cc2)c2nc3ccccc3nc12	9	52*	.	.
COc1ccccc1-c1nn2c(-c3ccccc3Cl)nnc2s1	6	-2	.	.
Cc1cc(Oc2ccccc2)nc2ccc(O)cc12	5	27	.	.
Cn1c(N2CCN(C(=O)C34CC5CC(CC(C5)C3)C4)CC2)nc2ccccc21	4	6	.	.
Cc1cc(NC(=O)c2noc3c2CCc2ccccc2-3)no1	29	3	.	.
Cc1ccc2nc(NC3=NCN(C4CCCCC4)CN3)nc(C)c2c1	25	1	.	.
COc1ccc(Br)cc1C1NC(=O)c2c(sc3c2CCN(C)C3)N1 (centres undefined)	4	18	.	.
COc1cc(C2c3c(oc4ccc(C)cc4c3=O)C(=O)N2c2cc(C)ccn2)cc(OC)c1OC (centres undefined)	14	12	.	.
COc1cccc(C(=O)NCC2CCCO2)c1 (centres undefined)	33	11	.	.

# More records:
canonical_smiles	NALP1 inh	UBC9 SUMO inh	MEKK2 WT-MEK5	MEKK2 mut-MEK5
Cc1ccc(Cn2c(SCC(=O)Nc3cccc(C)n3)nc3c2c(=O)n(C)c(=O)n3C)cc1	18	13	.	.
Cn1c(=O)c2c3c(sc2n2c(SCc4ccc5c(c4)OCO5)nnc12)COC(C)(C)C3	6	1	.	.
Cc1cc(C)cc(N(CC(=O)NC2CCCCC2)C(=O)CCC(=O)Nc2cc(C)ccn2)c1	-1	16	.	.
CCCn1c(SCC(=O)Nc2sc(C)c(C)c2C(=O)OC)nc2c1c(=O)n(C)c(=O)n2C	10	-1	.	.
CCOC(=O)Cn1c(=O)c2c(nc3n2CCN3c2ccc(C)cc2)n(C)c1=O	14	2	.	.
c1ccc2c(c1)CCN(c1ncnc3c1[nH]c1ccccc13)C2	3	12	.	.
CCn1c(SCC(=O)Nc2ccccc2C(=O)OC)nc2c1c(=O)n(C)c(=O)n2C	-5	-10	.	.
Cc1ccc(OCc2nn3c(-c4n[nH]c5c4CCC5)nnc3s2)cc1	2	-4	.	.
CCn1cc(C(=O)NCc2ccc3c(c2)OCO3)c(=O)c2ccc(C)nc21	-5	10	.	.
c1ccc(N(c2ccccc2)c2nc(N3CCOCC3)nc(N3CCOCC3)n2)cc1	-34	12	.	.
Cn1c(=O)c2c(nc(N3CCOCC3)n2CC(=O)c2ccccc2)n(C)c1=O	24	-2	.	.
Clc1ccc(-c2nn3c(-c4ccncc4)nnc3s2)c(Cl)c1	1	-110	.	.
Cc1cccc2cc(CN(Cc3ccco3)C(=O)N3CCCC3)c(=O)[nH]c12	8	4	.	.
Clc1ccc2nc(NC3=NCN(CCN4CCOCC4)CN3)nc(-c3ccccc3)c2c1	32	14	.	.
CC1CCCCC1NC(=O)CSc1nc2ccccc2c(=O)n1Cc1ccco1 (centres undefined)	7	31	.	.
CCCOc1ccc(/C(O)=C2/C(=O)C(=O)N(CCN(CC)CC)C2c2ccncc2)cc1 (centres undefined)	2	12	.	.
Cc1ccc2c(nc3s/c(=C/c4cccs4)c(=O)n32)c1C	13	16	.	.
CCCC(C(=O)O)N1C(=O)/C(=C2\C(=O)N(C)c3ccccc32)SC1=S (centres undefined)	-3	14	.	.
Cc1ccc(Cn2c(=O)c3ccccc3n3c(SCC(=O)N4CCCCC4C)nnc23)cc1 (centres undefined)	22	11	.	.
CCN1CCN(c2ncnc3c2oc2nc(C(C)C)c4c(c23)CCC4)CC1	28	6	.	.
Cc1ccccc1NC(=O)c1c(O)c2cccc3c2n(c1=O)CCC3	-10	20	.	.
NCc1ccc(-c2nc3ccccc3o2)cc1	10	18	.	.
COc1ccc(-c2nnc(CSc3ncnc4sc5c(c34)CCC5)o2)cc1OC	4	11	.	.
O=C(O)C1CC=CCC1C(=O)N1CCN(c2nc(-c3ccccc3Cl)c3cc(Br)ccc3n2)CC1 (centres undefined)	27*	14	.	.
CCOc1cc(-c2ccc3c(c2)OCO3)cc(=O)c2c(C)oc(C)c12	3	10	.	.

# Rewritten with the structure last: 5 of the compounds above
NALP1 inh	UBC9 SUMO inh	MEKK2 WT-MEK5	MEKK2 mut-MEK5	canonical_smiles
-34	12	.	.	c1ccc(N(c2ccccc2)c2nc(N3CCOCC3)nc(N3CCOCC3)n2)cc1
32	14	.	.	Clc1ccc2nc(NC3=NCN(CCN4CCOCC4)CN3)nc(-c3ccccc3)c2c1
-3	14	.	.	CCCC(C(=O)O)N1C(=O)/C(=C2\C(=O)N(C)c3ccccc32)SC1=S (centres undefined)
10	18	.	.	NCc1ccc(-c2nc3ccccc3o2)cc1
3	10	.	.	CCOc1cc(-c2ccc3c(c2)OCO3)cc(=O)c2c(C)oc(C)c12

# New compounds follow.
canonical_smiles	NALP1 inh	UBC9 SUMO inh	MEKK2 WT-MEK5	MEKK2 mut-MEK5
c1csc(-c2nn3c(-c4ccncc4)nnc3s2)c1	2	9	.	.
Cc1sc2nc(-c3cccs3)nc(N3CCCN(C)CC3)c2c1C	25	-10	.	.
CC(=O)c1sc(-c2c(C)nc3sccn23)nc1C1CCCC1	5	4	.	.
Cn1c(=O)c(C(=O)Nc2cnccn2)c(O)c2ccccc21	21	9	.	.
CC(C)Nc1ccc(C(CC(N)=O)NC(=O)Cc2ccc(Br)cc2)cc1[N+](=O)[O-] (centres undefined)	.	12	97	4
C/C=C(/C)C(=O)Nc1cccc(C2=NOC3(C2)C[C@H](C(N)=O)N(C(=O)Cc2ccc([N+](=O)[O-])cc2)C3)c1 (some centres undefined)	.	13	99	9
COC(C[C@H]1O[C@H]1[C@@H](O)[C@H](C)OCc1ccccc1)OC	.	4	97	4
CCN1C(=O)[C@@H]2[C@H](C1=O)[C@@H]1C[C@H]3C(=O)N(CC)C(=O)[C@H]3[C@@H]3C1=C(C(=O)N1C(=O)OC(=NCC4CC4)[C@]31C)[C@@H]2C	.	31	100	5
COC(C[C@H](O)C[C@H](O)[C@H](C)OCc1ccccc1)OC	.	12	105	7
COC(=O)[C@@H]1C[C@@]2(O)[C@@H](O)[C@@H](O)[C@@H](O)C[C@H]2N1Cc1ccc(C)s1	.	23	92	2
COC(=O)[C@@H]1C[C@@]2(O)[C@H](O)[C@H](O)[C@H](O)C[C@H]2N1Cc1cccc2ccccc12	.	3	100	6
C/C=C(\C)C(=O)N[C@@H](C)CN1C2=NC[C@H](C(C)C)N2C[C@H]1Cc1ccc(OC)cc1	.	-10	109	-1
N#Cc1ccc(C23CC4(C2)[C@H](CN(CC2CCCCC2)[C@@H]4c2ccccc2)C3c2ccc(Cl)nc2)cc1 (some centres undefined)	.	14	114	7
